Akt phos inh: HTS Assay for Inhibitors of Akt Phophorylation: Primary Screen; Neuro2A IGF-stimulated pAkt S473 HTRF, 20 min; stronger effect = lower value; activity change, % for hits at 50 µM; 360,000 compounds, 0.32% hits; in the data active = activity change below about -80%; inconclusive = mostly about -51% to -80%; also: % is scaled to controls: 0 for no effect and ±100 for the full control effect
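Neuro2A cells in DMEM with 0.5% FBS, overnight at 37 deg C, given compound at single 50 µM final, then IGF (6 nM final) for 20 min at 37 deg C. Lysed; phospho-Akt Ser473 by HTRF after 24 h, 665/615 ratio.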
GLP1R inv ag: qHTS of GLP-1 Receptor Inverse Agonists (Inhibition Mode); Glucagon-like peptide 1 receptor (Homo sapiens), P43220; HEK293 GLP-1R CRE-luciferase, luminescence, 24 h; GLP-1R form is constitutively active; Potency, µM (series often up to 38.3 µM), for the others: at the top dose activity change, negative = inhibition, hits mostly inhibitors; 410,000 compounds, 1.6% hits; AID 624417, 2012; also: potency is read from the fitted curve at half-maximal effect; % is scaled to controls: 0 for no effect and ±100 for the full control effect; nearly all actives have a fitted effect of over 55% in size
Target sequence (P43220 whole entry, looked up): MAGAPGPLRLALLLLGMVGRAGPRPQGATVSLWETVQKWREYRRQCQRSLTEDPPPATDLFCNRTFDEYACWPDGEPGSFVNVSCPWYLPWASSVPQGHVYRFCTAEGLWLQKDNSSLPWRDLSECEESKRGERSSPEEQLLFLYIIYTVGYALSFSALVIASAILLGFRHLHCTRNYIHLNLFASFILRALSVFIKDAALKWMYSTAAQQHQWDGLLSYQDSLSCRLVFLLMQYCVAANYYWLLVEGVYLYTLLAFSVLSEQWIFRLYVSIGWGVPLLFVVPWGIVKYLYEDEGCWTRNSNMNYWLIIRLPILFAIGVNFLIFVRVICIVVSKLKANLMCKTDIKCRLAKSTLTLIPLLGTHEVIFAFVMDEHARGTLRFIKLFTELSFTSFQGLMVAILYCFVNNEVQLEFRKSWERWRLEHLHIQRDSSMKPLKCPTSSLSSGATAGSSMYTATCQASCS
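Stable HEK293 clone (constitutively active GLP-1R + cAMP-response luciferase); 200 cells/uL plated, 12 h pre-culture, compound 24 hr, 37 deg C/5% CO2; detection reagent 12 min RT; luminescence.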
DRD3 antagonist: qHTS of D3 Dopamine Receptor Antagonist: qHTS. max response, negative = inhibition, %. D3R cells, DiscoveRx beta-arrestin luminescence, antagonist mode; stronger effect = lower value. D(3) dopamine receptor (Homo sapiens), P35462. 360,000 compounds, 2.5% hits. AID 652054, 2013; in the data active = max response below about -50%; inconclusive = no clear call, values can overlap the other calls; also: % is scaled to controls: 0 for no effect and ±100 for the full control effect; mostly tested at two doses, the higher about 12 µM
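Cells expressing the human receptor were seeded at 1500 cells/well, incubated overnight at 37 degrees C in 5% CO2, then exposed to library compounds with dopamine controls for 90 minutes at 37 degrees C before luminescent detection.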
aSyn yeast inh: qHTS of alpha-syn Inhibitors; Yeast expressing alpha-synuclein, growth rescue, BacTiter-Glo, 24 h; Potency, µM (doses to about 46.1 µM), inactives show at the top dose growth rescue (activation), actives largely listed as activators; 370,000 compounds, 0.14% hits; AID 652106, 2013; also: potency is read from the fitted curve at half-maximal effect; % of control where 0% means no effect; nearly all actives have a fitted effect of over 65% in size
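Screening used galactose-induced yeast with toxic alpha-synuclein levels, exposed to compound for 24 hr at 30 deg C. Cell growth, read with BacTiter-Glo luminescence, gave the measured signal.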
PTHR1 ag: qHTS for PTHR1 Agonists: Primary Screen | Parathyroid hormone/parathyroid hormone-related peptide receptor (Homo sapiens), Q03431 | 410,000 compounds, 0.075% hits | HEK293 GP2 PTHR1 cells, GloSensor cAMP luminescence, 1 h | Potency, µM (titrated, usually from 115 µM), for inactives: top-dose activation, hits mostly activators | AID 743266, 2014; also: potency is read from the fitted curve at half-maximal effect; nearly all actives have a fitted effect of over 55% in size; some results filed as inactive show a strong effect at the top dose; inactives centre near -15; many of its hits are not listed in these tables
Target sequence (Q03431 whole entry, looked up): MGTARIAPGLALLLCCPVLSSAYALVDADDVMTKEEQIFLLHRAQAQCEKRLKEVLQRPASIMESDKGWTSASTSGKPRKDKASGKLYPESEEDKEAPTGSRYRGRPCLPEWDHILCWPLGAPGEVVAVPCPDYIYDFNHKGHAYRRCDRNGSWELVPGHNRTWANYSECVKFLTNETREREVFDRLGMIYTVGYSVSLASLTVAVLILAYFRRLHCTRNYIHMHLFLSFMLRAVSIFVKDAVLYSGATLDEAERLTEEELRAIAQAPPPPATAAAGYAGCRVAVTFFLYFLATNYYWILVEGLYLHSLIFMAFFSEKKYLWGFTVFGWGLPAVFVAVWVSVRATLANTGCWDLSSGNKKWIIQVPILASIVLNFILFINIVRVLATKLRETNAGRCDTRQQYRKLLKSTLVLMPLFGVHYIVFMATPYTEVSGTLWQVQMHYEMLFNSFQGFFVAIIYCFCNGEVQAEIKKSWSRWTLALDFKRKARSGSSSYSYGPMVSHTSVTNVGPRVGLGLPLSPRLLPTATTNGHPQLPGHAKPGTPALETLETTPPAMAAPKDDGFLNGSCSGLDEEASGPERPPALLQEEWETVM
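HEK-293-derived GP2 cells expressing PTHR1 and a GloSensor cAMP reporter, 3,000/well, plated overnight, given luciferin plus IBMX (each 0.5 mM as added) for 1 h at 37 °C, then compound for 1 h at 37 °C. Luminescence was read after 15 min at room temperature.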
GLP1R ag: qHTS of GLP-1 Receptor Agonists | AID 624172, 2012 | Glucagon-like peptide 1 receptor (Homo sapiens), P43220 | 380,000 compounds, 0.007% hits | HEK293 GLP-1R CRE-luciferase, luminescence, 4-6 h; cells express a hypersensitive GLP-1R form | Potency, µM (titrated, usually from 45.6 µM), inactives show at the top dose activation, actives largely listed as activators; also: potency is read from the fitted curve at half-maximal effect; % of control where 0% means no effect
Abeta rescue: qHTS for compounds that reverse cellular toxicity of Amyloid beta (A-beta) peptide in yeast: Primary Screen; yeast expressing A-beta42, growth rescue, OD600, 48 h; response scale: 0% DMSO, 100% iron-clioquinol control; Potency, µM (doses to about 46.1 µM), for the others: at the top dose growth rescue, actives largely listed as activators; 410,000 compounds, 0.063% hits; also: potency is read from the fitted curve at half-maximal effect; nearly all actives have a fitted effect of over 55% in size
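Yeast growth medium received pinned compounds, then yeast cells expressing toxic A-beta were added; plates incubated at 30 C for 48 hr. Growth read as absorbance at 600 nm, normalized to DMSO and equimolar FeCl3 plus clioquinol controls.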
FUS yeast rescue: qHTS for Suppressors of FUS Proteinopathy: Primary screen using FUS-linked yeast assay | S. cerevisiae FUS-expressing, growth rescue, OD600, 24 h | Potency, µM (highest dose often 76.6 µM), for the others: at the top dose growth rescue (activation), usual class: activators | 390,000 compounds, 0.24% hits | AID 1347120, 2019;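 also: potency is read from the fitted curve at half-maximal effect; plate controls were DMSO vehicle for no effect and reference control for full effect; nearly all actives have a fitted effect of over 55% in size; some results filed as inactive show a strong effect at the top dose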
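FUS-expressing yeast, raffinose-pregrown, induced in 2% galactose minimal medium at OD 0.005; compounds in a dilution series, 24hr at 30C. Growth restoration read as absorbance at 600 nm. CP55940 positive control, DMSO negative.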
TDP43 rescue: qHTS of TDP-43 Inhibitors | Potency, µM (series often up to 46.1 µM), without a hit: at the top dose growth rescue (activation), usual class: activators | AID 652104, 2013 | 410,000 compounds, 1.8% hits | TDP-43 expressing yeast growth rescue, BacTiter-Glo, 24 h; also: potency is read from the fitted curve at half-maximal effect; % of control where 0% means no effect; nearly all actives have a fitted effect of over 50% in size
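In this qHTS, compounds that restore growth of yeast expressing TDP-43 appear as activators. Cells (OD600=0.02, galactose medium, raffinose-pregrown) are incubated with compound 24 hr at 30 deg C and growth is quantified by BacTiter-Glo.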
The depositor's hits bear a star; i = inactive; ? = inconclusive; · = no result given; [ ] = remark or other dose. Unless noted, calls follow the shape of the dose curve; as a rule, active = well fitted curve in the direction sought with a large enough effect; inconclusive = small, poorly fitted or top-dose-only effect, or another doubt; inactive = no such curve, though single readings can be large; an effect the other way counts as inactive or inconclusive. These rows are one share of the data. The share of hits here may be higher or lower than overall.

SMILES	Akt phos inh	GLP1R inv ag	DRD3 antagonist	aSyn yeast inh	PTHR1 ag	GLP1R ag	Abeta rescue	FUS yeast rescue	TDP43 rescue
COc1cccc(C2=Nn3c(nnc3-c3ccccc3O)SC2)c1	i	0.0%	20.8	-11.0%	-20.7%	6.2%	22.7%	48.0%	0.0%
O=C(/C=C/c1ccco1)Nc1ccc2c(c1)OCO2	i	-6.9%	0.2	-3.0%	-20.8%	-3.5%	14.0%	-8.6%	?
c1ccc(CCCCNCC2COc3ccccc3O2)cc1 (stereo not given)	i	?	-91.4*	11.1%	-13.2%	-3.4%	5.7%	-4.2%	3.0%
c1ccc(N2CCN(c3nc4ccccc4n4nnnc34)CC2)cc1	i	7.5%	33.1	2.0%	-2.3%	-13.5%	14.4%	13.0%	?
N#Cc1c(SCC(=O)Nc2nccs2)nc2c(c1-c1ccco1)CCCC2	i	28.3%	-4.1	5.5%	i	-6.6%	9.9%	23.6%	1.0%
Nc1ccc(C(=O)OCC(=O)N2CCN(C(=O)c3ccco3)CC2)cc1[N+](=O)[O-]	i	6.7%	?	-1.3%	-4.8%	10.0%	-11.9%	·	0.5%
CC(C)(C)c1ccc(C(=O)Nc2nnc3n2CCS3)cc1	·	?	·	·	-27.1%	·	-14.9%	2.7%	21.2%
Cc1ccccc1C(=O)NCc1nnc(SCC(=O)N2CCN(c3ccccc3)CC2)n1C	i	1.4%	11.0	4.0%	0.0%	-9.0%	12.0%	6.2%	3.8%
C[C@H]1CN([C@@H](C)CO)C(=O)CCCn2nncc2CO[C@@H]1CN(C)Cc1cccc(C(=O)O)c1	i	25.5%	18.8	-10.9%	-22.0%	9.2%	-10.0%	-17.3%	16.9%
O=C(OCC(=O)c1ccc[nH]1)c1ccc2ccccc2n1	i	3.6%	-7.2	0.1%	i	11.2%	3.1%	-12.7%	-8.3%
CCC(Oc1ccc2c(=O)c(-c3ccccc3OC)coc2c1)C(=O)OCc1ccccc1 (stereo not given)	i	?	6.7	11.9%	-44.2%[inhibitor]	7.7%	3.7%	8.7%	14.6%
O=C(CSc1nnnn1-c1ccc(Cl)cc1)Nc1cccnc1Cl	i	0.0%	31.9	0.9%	i	3.0%	-4.9%	·	22.4%
Cc1ccc(-c2nnc3c4ccccc4c(-c4ccccc4)nn23)cc1	·	7.0%	·	·	?	·	-13.1%	-6.9%	17.6%
Cc1nn(C)c(C(=O)N2CCN(C(=O)c3ccco3)CC2)c1[N+](=O)[O-]	i	18.4%	10.3	1.0%	i	4.1%	-9.8%	-1.2%	-17.0%
O=C(CN1C(=O)c2ccccc2C1=O)N1CCN=C1c1ccccc1	i	11.2%	6.3	2.3%	i	-0.2%	-10.9%	3.0%	8.7%
COc1ccccc1C(CNC(=O)CCNC(=O)c1ccccc1Cl)N1CCCC1 (stereo not given)	i	13.5%	-1.5	-6.9%	i	10.5%	1.3%	1.0%	-1.2%
Nc1nonc1-c1noc(-c2ccc(Br)o2)n1	i	34.0%	?	-2.3%	-15.3%[57.5 µM]	-10.1%	-10.6%	22.2%	28.8%
OC(COc1cccc2ccccc12)CN1CCN(c2ccccc2)CC1 (stereo not given)	i	?	-54.4*	2.7%	-31.5%[inhibitor]	-7.1%	-11.7%	-16.8%	-1.4%
Cc1ccc(S(=O)(=O)N(C)C)cc1NC(=O)CN1c2cccc3cccc(c23)S1(=O)=O	i	8.7%	-0.4	-3.9%	-94.7%[inhibitor]	1.9%	-6.0%	23.8%	1.3%
O=[N+]([O-])c1ccc(S(=O)(=O)NCC(c2cccnc2)N2CCc3ccccc32)cc1 (stereo not given)	i	?	-15.5	-2.7%	i	-15.8%	14.7%	45.0%	-0.2%
CCOC(=O)Cn1cc(/C=C(/C#N)C(=O)NC(C)C)c2ccccc21	i	6.5%	-3.7	10.4%	i	16.3%	7.2%	1.2%	-1.2%
CN(C)C(CNC(=O)c1cccs1)c1cccnc1 (stereo not given)	i	15.8%	-16.0	0.1%	-17.8%	-6.6%	2.7%	-26.3%	17.2%
Cc1cc(=O)n(C2CCS(=O)(=O)C2)[nH]1 (stereo not given)	i	-11.6%	-5.3	-1.0%	-9.1%	2.4%	7.2%	15.8%	-13.5%
Cc1ccc(Cc2c(-c3cccc(Cl)c3)nc3ccc(Cl)cn23)cc1	i	?	38.4	24.0%	-23.9%	-1.7%	26.5%	4.9%	15.8µM*
CC(=O)OC(C(=O)NC1CCCCC1)c1ccc(C)cc1 (stereo not given)	i	-3.7%	-5.5	0.7%	-25.2%	-2.0%	15.8%	-1.6%	5.2%

Individual results from the results shown:
TDP43 rescue with Cc1ccc(-c2nnc3c4ccccc4c(-c4ccccc4)nn23)cc1 = 17.6%
aSyn yeast inh with COc1cccc(C2=Nn3c(nnc3-c3ccccc3O)SC2)c1 = -11.0%

The results go on:
SMILES	Akt phos inh	GLP1R inv ag	DRD3 antagonist	aSyn yeast inh	PTHR1 ag	GLP1R ag	Abeta rescue	FUS yeast rescue	TDP43 rescue
CCSc1nnc2ccc(-c3ccc(C)cc3)nn12	i	89.0%[activator]	4.7	-0.9%	-5.8%	10.2%	·	11.9%	?
COc1ccc(OCC(=O)N/N=C(\C)c2cccs2)cc1	i	5.8%	0.7	-0.2%	i	3.9%	13.3%	-24.3%	13.9%
COc1ccc(C(=O)NC2c3ccccc3-c3ccccc32)cc1	i	-21.6%	-2.9	8.0%	i	-4.4%	-5.2%	-26.9%	8.5%
COc1ccc(NC(NC(=O)c2ccc(OC)cc2)C(Cl)(Cl)Cl)cc1 (stereo not given)	i	?	0.0	0.2%	-25.2%	-13.0%	-1.8%	25.6%	26.6%
CC(=O)c1c(C)[nH]c(C(=O)Nc2ccc(C)c(S(=O)(=O)N(C)C)c2)c1C	i	-5.3%	-5.3	0.3%	-39.1%[inhibitor]	1.4%	-1.2%	10.8%	-19.9%
CC(C)NC1(C#N)CCN(Cc2ccccc2)CC1	i	27.7%	18.3	4.5%	i	7.0%	4.8%	-3.8%	-18.3%
Cc1[nH]c(=O)[nH]c(=O)c1NS(=O)(=O)c1ccc2c(c1)CCCC2	i	7.3%	-16.9	1.9%	?	3.7%	-20.4%	-46.5%[inhibitor]	-38.7%[inhibitor]
O=C(c1ccccc1NS(=O)(=O)c1cccs1)N1CCCC1	i	-13.4%	11.0	0.3%	-2.8%[57.5 µM]	-0.7%	2.4%	8.3%	15.6%
Cc1nn(-c2ccccc2)c(Cl)c1C1C(C#N)=C(N)Oc2n[nH]c(C)c21 (stereo not given)	i	-22.0%	2.7	1.5%	i	-7.0%	12.0%	5.2%	2.6%
CCCC1CCC(=C(C#N)C(N)=O)CC1 (stereo not given)	i	6.0%	?	-9.8%	-4.2%	3.3%	-7.6%	·	19.2%
O=C(Oc1ccc(-c2nnco2)cc1)N(c1ccccc1)c1ccccc1	i	-17.2%	-0.4	-0.8%	-14.8%	1.8%	-30.3%[inhibitor]	36.5%	2.7%
Fc1ccc(CN2C3=NCCN3c3ccccc32)cc1	i	?	3.8	1.5%	-5.3%	0.6%	?	30.7%	0.0%
NC(=O)CC(NC(=O)c1ccccc1)c1ccc(N2CCN(c3ccccc3)CC2)c([N+](=O)[O-])c1 (stereo not given)	i	?	0.0	-0.5%	-35.0%[inhibitor]	-4.7%	-2.5%	10.2%	22.9%
O=C(COC(=O)C1CC(=O)N(Cc2ccco2)C1)Nc1nc(-c2ccc(F)cc2)cs1 (stereo not given)	i	11.6%	?	-1.9%	-20.1%	-2.8%	-14.3%	-5.4%	-18.1%
COCCN(C(=O)CSc1nnc(-c2cccs2)n1N)c1c(N)n(Cc2ccccc2)c(=O)[nH]c1=O	i	10.7%	25.9	0.3%	-21.7%	0.7%	7.7%	·	28.8%
Cc1cc(NC(=O)CN2CCN(c3cccc(Cl)c3)CC2)no1	i	-16.8%	3.6	-3.4%	i	6.7%	5.6%	-2.9%	20.5%[9.22 µM]
COc1ccc(-c2ccc(SCC(=O)c3ccccc3)nn2)cc1OC	i	65.2%[activator]	-0.6	4.7%	-23.8%	10.2%	4.4%	38.1%	·
COc1ccc(-c2nnc(SCC(=O)NC(=O)NCc3ccco3)o2)cc1	i	?	15.4	0.2%	-8.7%	0.0%	1.1%	18.3%	3.4%
Cc1ccc(Nc2nc3c(S(=O)(=O)c4ccccc4)nnn3c3ccsc23)c(C)c1	·	6.7%	·	·	13.4%	·	-19.1%	-13.5%	-12.6%
C/C(N)=C(/C#N)C(=O)COC(=O)C1CSC2(c3ccc(F)cc3)CCC(=O)N12 (stereo not given)	i	5.4%	28.7	2.9%	i	7.6%	-5.8%	-3.4%	-28.5%
Cc1ccc(NC(=O)c2ncn(CCCNCCCN3CCCC3=O)n2)cc1C	i	4.5%	-14.3	-2.3%	-13.9%	-2.7%	-9.8%	-21.1%	-11.2%
CC(=O)C[C@H](O)CC(=O)[C@H]1OC(=O)[C@@H](C)CCCCc2ccccc21	i	-2.0%	16.0	4.9%	11.7%	-0.5%	7.4%	4.6%	5.5%
COc1ccc(-c2cn(-c3ccccc3)c(=S)[nH]2)cc1OC	i	14.4%	21.9	-1.2%	-24.0%	4.6%	9.2%	10.0%	22.5%

From PubChem BioAssay
